# TrxR1 substrate = is turned over as a substrate by rat TrxR1; Potency, µM (series often up to 114 µM), for inactives: at the top dose activity change, negative = substrate turnover; AID 588456; 390,000 compounds, 0.01% hits; purified TrxR1 substrate turnover, NADPH consumption readout; also: potency is read from the fitted curve at half-maximal effect; % is scaled to controls: 0 for no effect and ±100 for the full control effect; nearly all actives have a fitted effect of over 50% in size
# Target sequence (O89049 whole entry, looked up): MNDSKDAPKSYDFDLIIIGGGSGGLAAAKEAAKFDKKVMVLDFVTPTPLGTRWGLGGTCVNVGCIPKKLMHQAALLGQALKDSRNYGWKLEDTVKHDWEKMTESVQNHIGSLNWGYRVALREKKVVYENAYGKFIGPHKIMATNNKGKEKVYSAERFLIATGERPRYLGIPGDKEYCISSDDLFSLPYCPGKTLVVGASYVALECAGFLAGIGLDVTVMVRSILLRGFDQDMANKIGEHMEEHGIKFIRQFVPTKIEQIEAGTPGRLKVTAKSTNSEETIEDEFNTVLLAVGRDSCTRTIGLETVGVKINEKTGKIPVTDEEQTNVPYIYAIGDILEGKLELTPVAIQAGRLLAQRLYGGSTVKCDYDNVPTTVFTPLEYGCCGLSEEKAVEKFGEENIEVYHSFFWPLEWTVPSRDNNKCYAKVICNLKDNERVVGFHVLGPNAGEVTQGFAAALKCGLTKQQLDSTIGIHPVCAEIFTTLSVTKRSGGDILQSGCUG
#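 Rat TrxR1, dispensed at 90 nM, was prereduced with 400 uM NADPH (final) for 5 min at ~22 deg C, then incubated with compound 15 min before 400 uM selenite. A first-read NADPH fluorescence drop versus no-compound background flagged substrates.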
# TrxR1 inh = blocks rat thioredoxin reductase 1. O89049. Potency, µM (highest dose often 114 µM), for inactives: at the highest dose activity change, negative = inhibition, most hits filed as inhibitors. recombinant rTrxR1, NADPH fluorescence consumption, selenite substrate. 390,000 compounds, 1% hits. AID 588453; also: potency is read from the fitted curve at half-maximal effect; % is scaled to controls: 0 for no effect and ±100 for the full control effect; nearly all actives have a fitted effect of over 65% in size
#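 Rat TrxR1 (90 nM in the dispensed reagent) was pre-reduced with 400 uM NADPH for 5 min at room temperature, then incubated with compound for 15 min. After 400 uM selenite was added, NADPH fluorescence (Ex 340/Em 450 nm) was followed for 8 min.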
# TRHR agonist = agonists of human TRH receptor. P34981. 360,000 compounds, 0.18% hits. TRHR cells, calcium flux fluo-8, FDSS agonist mode. activation, % at 2 µM. AID 493084; in the data active = activation above about 30%; also: 0% is about no effect
#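 TRHR-expressing cells, plated overnight in medium with 10% serum, were loaded with fluo-8 calcium dye at room temperature. After a 10 s baseline, library compound was pin-added and calcium release was recorded kinetically (ex 480/em 530) as agonist response.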
# USP1-UAF1 inh = blocks the human USP1/UAF1 deubiquitinase complex. Potency, µM (titrated, usually from 57.1 µM), inactives show at the top dose activity change, negative = inhibition, actives largely listed as inhibitors. O94782. 390,000 compounds, 0.23% hits. recombinant USP1/UAF1, Ub-Rhodamine cleavage fluorescence; also: potency is read from the fitted curve at half-maximal effect; % is scaled to controls: 0 for no effect and ±100 for the full control effect; nearly all actives have a fitted effect of over 60% in size; inactives centre near -12
#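 High-throughput fluorogenic screen: 1nM USP1/UAF1 complex, Ub-Rho substrate 150nM final, 50mM HEPES pH 7.8 with 0.5mM EDTA, 0.1 mg/ml BSA, 1mM TCEP and 0.01% Tween-20.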
# IDH1 R132H inh = inhibitors of human mutant IDH1 R132H; O75874; IDH1-R132H enzyme, NADPH consumption, diaphorase/resazurin fluorescence; Potency, µM (highest dose often 76.6 µM), without a hit: at the top dose activity change, negative = inhibition, most hits filed as inhibitors; 390,000 compounds, 0.093% hits; AID 602179; also: potency is read from the fitted curve at half-maximal effect; % is scaled to controls: 0 for no effect and ±100 for the full control effect; nearly all actives have a fitted effect of over 65% in size
#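 IDH1-R132H (0.5 ug/mL dispensed) in pH 7.5 Tris buffer was preincubated 30 min with compound, then given a substrate mix of 0.016 mM NADPH and 2 mM alpha-KG for 80 min at room temperature; remaining NADPH was read by diaphorase/resazurin fluorescence.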
# TRHR PAM = allosteric enhancers of human TRH receptor; P34981; TRHR cells, fluo-8 calcium fluorescence, EC20 TRH enhancement; enhancement, % at 2 µM; 360,000 compounds, 0.66% hits; in the data active = enhancement above about 30%; also: 0% is about no effect
#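 TRHR-expressing cells loaded with fluo-8 calcium dye were read kinetically (ex 480/em 530) during compound addition, then stimulated with an EC20 of TRH (10 nM final). Enhancement of the Gq-mediated intracellular calcium response was scored.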
# D2 antag = D2 dopamine receptor (human) antagonism. HEK293 TREx D2 cells, calcium flux, dopamine EC80. AID 485344. 340,000 compounds, 2% hits. inhibition, % at 10 µM; in the data active = inhibition above about 30%; also: 0% is about no effect
#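 Read-out: kinetic calcium fluorescence (1 cycle/s) in inducible HEK293 T-REx D2 cells after an EC80 dopamine addition that followed 180 s compound preincubation. Loss of the dopamine response indicates antagonism.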
# D2 agonist = agonists of human D2 dopamine receptor. P14416. HEK293 T-REx D2 cells, calcium flux agonist mode. activation, % at 2 µM. 340,000 compounds, 0.53% hits. AID 485358;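 active = activation over 3 SD above normal in the single-dose calcium agonist read, cut at about 30% in these data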; also: 0% is about no effect
#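 Agonism is scored from calcium flux in a force-coupled, inducible HEK293 cell line expressing D2, read kinetically for 180 s after compound addition against dopamine controls.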
# PI4K2A block = inhibitors of human PI4K2A; purified PI4K2A, ADP-Glo luminescence, 1 h; hits give low values; 420,000 compounds, 0.13% hits; activity change, negative = inhibition, % at 76.9 µM; Q9BTU6; in the data active = activity change below about -50%; inconclusive = mostly about -30% to -49%;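 also: -100% = wells without enzyme as full effect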
# Target sequence (Q9BTU6 whole entry, looked up): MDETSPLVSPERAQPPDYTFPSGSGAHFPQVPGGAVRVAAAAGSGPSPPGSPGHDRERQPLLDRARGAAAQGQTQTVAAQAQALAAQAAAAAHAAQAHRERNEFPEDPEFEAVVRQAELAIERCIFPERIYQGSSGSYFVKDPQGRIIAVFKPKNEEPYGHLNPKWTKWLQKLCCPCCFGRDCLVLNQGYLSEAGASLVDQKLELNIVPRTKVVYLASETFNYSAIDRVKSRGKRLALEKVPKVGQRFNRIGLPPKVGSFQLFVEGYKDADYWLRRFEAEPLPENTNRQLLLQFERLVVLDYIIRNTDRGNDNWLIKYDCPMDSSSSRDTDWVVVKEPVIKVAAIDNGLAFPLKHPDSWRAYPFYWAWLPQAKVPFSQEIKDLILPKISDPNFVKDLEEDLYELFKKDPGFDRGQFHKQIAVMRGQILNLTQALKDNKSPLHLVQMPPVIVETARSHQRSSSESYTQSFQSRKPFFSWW
#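 PI4K2A activity was measured by ADP-Glo luminescence: enzyme (4 ug/mL stock) and phosphatidylinositol (1.2 mM stock) in Tris pH 7.5/MgCl2/EGTA/Triton X-100 buffer were reacted with ATP (300 microM stock) for one hour at ambient temperature.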
# * = called active by the depositor; ? = inconclusive; · = not tested or not shown; & = joins results of further samples; [ ] = remark or other dose. Unless noted, calls follow the shape of the dose curve; as a rule, active = well fitted inhibition curve with a large enough effect; inconclusive = small, poorly fitted or top-dose-only effect; inactive = no such curve, though single readings can be large or run the other way.
SMILES,TrxR1 substrate,TrxR1 inh,TRHR agonist,USP1-UAF1 inh,IDH1 R132H inh,TRHR PAM,D2 antag,D2 agonist,PI4K2A block
CC(=O)Nc1ccc(Nc2cc(C)nc3c(-c4ccccc4)c(C)nn23)cc1,-1%,-8%,0.4,-6%,1%,1,19,-0.5,-5
O=C(NCCN1CCN(c2ccccc2)CC1)C1(S(=O)(=O)c2ccc(Cl)cc2)CC1,7%,9%,-0.7,-24%,7%,2,3,-1.4,0
CNC(=O)C(=O)NCC1CCCN1S(=O)(=O)c1cccs1 (configuration not stated),5%[57.1 µM],8%[57.1 µM],0.1,-23%,11%,3,-12,0.7,2
CCOC(=O)c1c(NC(=O)CSc2cn(CCNC(=O)c3ccc(OC)c(OC)c3)c3ccccc23)sc2c1CCCC2,-2%,13%,1.0,-24%,-10%,3,·,·,-4
CCNC(=S)N/N=C(\C)c1ccc2ccccc2c1,·,·,-0.8,·,·,-4,11,-0.2,·
CCOc1ccc(-c2c(C(=O)N/N=C/c3ccccc3)nnn2-c2nonc2N)cc1,-14%,-12%,0.0,-8%,-4%,8,-2,3.8,-2
CCN(CC)C(=O)Oc1ccc2oc(=O)cc(-c3cc4cccc(OC)c4o3)c2c1,11%,24%,0.1,?,-9%,-5,3,1.3,-11
Cc1ccc(-n2nnnc2SCC(=O)N2Cc3ccccc3CC2C(=O)O)cc1 (configuration not stated),-3%,-1%,0.4,-13%,-3%,3,2,0.0,-4
CCN(CC)C(=O)[C@H]1C[C@H](CC(=O)NC/C=C(\C)CCC=C(C)C)C(=O)N2CCc3c([nH]c4cc(CCC(=O)N(C)C)ccc34)[C@]12C,-2%,1%,·,-16%,?,·,·,·,-2
CCOC(=O)N1CCN(C(=O)c2cn(-c3ccc(C)c(C)c3)c(=O)c3ccccc23)CC1,8%[57.1 µM],4%[57.1 µM],-0.9,-2%,3%,-8,10,-0.2,11
CCOC(=O)C1(Cc2cccc(F)c2)CCN(Cc2cnn(CC)c2C)CC1,-5%[57.1 µM],-6%[57.1 µM],0.1,-19%,0%,0,-6,-0.3,5
CC1(N=Cc2cc(Cl)ccc2O)COP(=O)(Nc2ccccc2)OC1 (configuration not stated),-7%[57.1 µM],2%[11.4 µM],·,-18%,4%,·,·,·,-3
Cc1cc[n+](-c2nc3ccccc3nc2C(=C=[N-])C#N)cc1,18%[57.1 µM],-6%[57.1 µM],-0.5,-10%,6%,4,-20,-0.3,-3
CC1(C)OC(c2ccccc2)=C/C(=C/C=N/NC(=O)c2ccncc2)O1,-4%[57.1 µM],3%[57.1 µM],-0.1,-13%,-1%,24,·,·,4
O=C(NN1CCOCC1)c1cc(-c2cccs2)nc2ccccc12,206%[activator],10%,-0.1,-10%,-1%,4,10,0.0,-5

# Shown with two lines to a compound: entries from further up.
# Order of results: TrxR1 substrate	TrxR1 inh	TRHR agonist	USP1-UAF1 inh	IDH1 R132H inh	TRHR PAM	D2 antag	D2 agonist	PI4K2A block
O=C(NN1CCOCC1)c1cc(-c2cccs2)nc2ccccc12
    206%[activator]	10%	-0.1	-10%	-1%	4	10	0.0	-5
CC(=O)Nc1ccc(Nc2cc(C)nc3c(-c4ccccc4)c(C)nn23)cc1
    -1%	-8%	0.4	-6%	1%	1	19	-0.5	-5

# The main list resumes, starting 4 compounds before the break.
SMILES,TrxR1 substrate,TrxR1 inh,TRHR agonist,USP1-UAF1 inh,IDH1 R132H inh,TRHR PAM,D2 antag,D2 agonist,PI4K2A block
CC1(N=Cc2cc(Cl)ccc2O)COP(=O)(Nc2ccccc2)OC1 (configuration not stated),-7%[57.1 µM],2%[11.4 µM],·,-18%,4%,·,·,·,-3
Cc1cc[n+](-c2nc3ccccc3nc2C(=C=[N-])C#N)cc1,18%[57.1 µM],-6%[57.1 µM],-0.5,-10%,6%,4,-20,-0.3,-3
CC1(C)OC(c2ccccc2)=C/C(=C/C=N/NC(=O)c2ccncc2)O1,-4%[57.1 µM],3%[57.1 µM],-0.1,-13%,-1%,24,·,·,4
O=C(NN1CCOCC1)c1cc(-c2cccs2)nc2ccccc12,206%[activator],10%,-0.1,-10%,-1%,4,10,0.0,-5
COc1ccc(-c2nnc(SCc3nnc(-c4ccccc4)o3)n2-c2ccccc2)cc1,10%,13%,0.0,-25%,4%,1,1,-0.8,3
CCCCn1c(SCC(=O)Nc2sc3c(c2C(N)=O)CCC3)nnc1-c1ccccc1,11%[57.1 µM],35µM*,·,-6%,0%,·,·,·,-10
CC1CCN(C(=O)c2[nH]cnc2C(=O)NCC(=O)OC(C)(C)C)CC1,8%[57.1 µM],12%[57.1 µM],0.2,-5%,-3%,-1,·,·,0
O=C(NN1CC(=O)N(c2cc(Cl)cc(Cl)c2)CC1=O)c1cccs1,-2%,24%,0.3,-7%,-3%,3,-9,0.6,2
CCc1cccc(NC(=O)Cn2cc(C=O)c3ccccc32)c1,5%,31%,0.7,-18%,3%,-4,12,-0.4,3
Cc1ccc(CC2CC(=O)N(c3ncccn3)C2=O)cc1 (configuration not stated),13%,-6%[57.1 µM],0.1,-19%,1%,1,-5,1.3,3
CC(C)N(CCn1cnc2c([nH]c3ccccc32)c1=O)C(C)C,28%,21%,0.6,-16%,-1%,0,7,-0.1,4
CC(C)(C)c1ccc(C(=O)O/N=C(\N)c2ccccc2)cc1,4%[2.29 µM],10%[57.1 µM],1.7,-9%,7%,6,27,1.1,1
C/C(=N\NC(=O)CNC(=O)c1ccco1)c1ccc(Br)cc1,-1%,18%,0.5,-14%,-14%,0,10,-0.4,2
COC(=O)c1ccc(NC(=O)CN2C(=O)CC(C)S(=O)(=O)c3ccccc32)cc1 (configuration not stated),-11%,-16%,0.3,-12%,0%,4,15,0.5,6
Cc1ccc(S(=O)(=O)c2n[nH]n3c2nc(=O)c2ccccc23)cc1,67%[activator],56%[activator],-0.1,-7%,7%,1,8,-0.6,-3
O=C(NC1CCCC1)c1cc(-c2cccs2)on1,11%&5%,?,-0.4,-17%,2%,0,0,-0.8,6
C=CCNC(=O)NC(=O)COC(=O)/C(C#N)=C/c1cc(C)n(CC(C)C)c1C,0%[57.1 µM],-10%[57.1 µM],0.5,-9%,-2%,2,3,0.7,14
O=C(NCC1CCCO1)c1cccc(S(=O)(=O)N(Cc2ccccc2)c2ccccc2)c1 (configuration not stated),-9%,-4%,1.0,-9%,0%,1,2,-1.3,4
C=Cc1ccc(Cn2c(=O)n(-c3ccccc3C)c(=O)c3c4c(sc32)CN(C(C)=O)CC4)cc1,4%,14%,0.3,-12%,-15%,0,·,0.3,-1
CCOc1ccc(S(=O)(=O)Nc2nc3cc(OC)ccc3s2)cc1,3%,7%,-0.3,-4%,2%,3,-10,-1.5,-2
O=C(CSc1nc2c([nH]c3ccccc32)c(=O)n1-c1cccc(C(F)(F)F)c1)N1CCc2ccccc21,3%[57.1 µM],29%[57.1 µM],0.3,-19%,-4%,2,·,1.2,6
Cc1ccccc1-c1nc(SCc2ccccn2)c2c(=O)n(C)c(=O)n(C)c2n1,7%[57.1 µM],6%[57.1 µM],0.2,-17%,3%,4,3,1.0,-3
CC(C(=O)NCC1CCCCC1)N(C)Cc1cccc(Cl)c1 (configuration not stated),-4%,13%,-0.4,-7%,-1%,0,-10,-0.6,-4
CCC(=O)OCC(=O)Nc1ccc([N+](=O)[O-])cc1OC,-13%[57.1 µM],-15%[57.1 µM],-0.9,-21%,-7%,-2,8,0.2,6
O=C(CSc1nc2c([nH]c3ccccc32)c(=O)n1-c1ccccc1)NCC1CCCO1 (configuration not stated),-3%,11%,-0.8,-7%,0%,-1,2,-0.6,6
CC1(C)Cc2cccc(OCC(N)=O)c2O1,13%[57.1 µM],11%[57.1 µM],0.1,-21%,3%,-4,-14,-0.2,-1
Cc1cc(-c2nc3ccccc3s2)ccc1N,165%[activator][11.4 µM],43%[57.1 µM],·,-10%,0%,·,·,·,-24
C=CCc1cccc2cc(NC(C)=O)c(=O)oc12,8%,-31%,-0.5,-12%,-3%,5,-14,0.9,-10
CC1CCC(NC(=O)CN2C(=O)NC3(CCCCCC3)C2=O)CC1 (configuration not stated),3%,25%,-1.1,-6%,-15%,-5,-11,0.2,0
CC(C)CN(C(=O)CCC(=O)OCC(=O)c1ccc(F)c(F)c1)c1c(N)n(CC(C)C)c(=O)[nH]c1=O,-2%,13%,0.2,-15%,-6%,2,-3,-0.2,1
O=C(NCCCc1ccccc1)c1cc([N+](=O)[O-])ccc1Cl,-9%,-15%,0.9,-20%,0%,-2,-12,0.7,0
COc1ccc(-c2nnc(SCC(=O)O)n2Cc2ccccc2)cc1,-5%,-18%,0.3,-33%,-3%,-1,-27,1.5,0

# The order is random; about 3.9% have a hit in one of these screens.
